Bioassay records (PubChem)
ALDH1A1 inh: qHTS Assay for Inhibitors of Aldehyde Dehydrogenase 1 (ALDH1A1) | Aldehyde dehydrogenase 1A1 (Homo sapiens), P00352 | Purified ALDH1A1, NADH fluorescence, propionaldehyde substrate | Potency, µM (highest dose often 75.3 µM), without a hit: at the highest dose activity, negative = inhibition, actives largely listed as inhibitors | 220,000 compounds, 7.3% hits | AID 1030, 2008; active = well fitted inhibition curve with a large enough effect, not every such curve was filed as active; inconclusive = small, poorly fitted or top-dose-only effect, or another doubt; inactive = no such curve, though single readings can be large or run the other way;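 note: plate controls were no enzyme wells and a reference inhibitor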
Tau fluor cs: Counterscreen qHTS for Inhibitors of Tau Fibril Formation, Fluorescence Polarization; Potency, µM (top dose mostly 57.7 µM), without a hit: at the highest dose activity change, negative = decrease; tau K18 P301L Alexa594 fluorescence, heparin fibrillization; 280,000 compounds, 0.93% hits; note: % is set by controls: 0 for no effect and ±100 for the full control effect; nearly all actives have a fitted effect of over 55% in size
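Human tau K18 P301L (15 uM unlabeled, 0.24 uM Alexa 594-labeled) in 100 mM sodium acetate pH 7 with 20 uM heparin, 6 hr at 37 C. ThT 30 uM added, 1 hr ambient; Alexa 594 FP and total fluorescence read at 555/632 nm.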
aGlu spleen mod: qHTS Assay for Inhibitors and Activators of Human alpha-Glucosidase From Spleen Homogenate; Lysosomal alpha-glucosidase (Homo sapiens), P10253; AID 2112, 2009; human spleen homogenate, 4-MU-alpha-glucoside fluorescence; 240,000 compounds, 0.006% hits; Potency, µM (series often up to 79.9 µM), inactives show at the top dose activity change, negative = inhibition, usual class: inhibitors;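 note: 0% = enzyme with vehicle and -100% = no enzyme basal signal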
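AC50 values come from Hill-equation fits of concentration-response data, normalized to no-enzyme and full-activity controls. Enzyme source: 1 ug human spleen homogenate; 1 mM fluorogenic 4-MU glucoside, pH 5.0 citrate buffer, 37 C, 40 min.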
Epigenetic derep: Quantitative High-Throughput Screen for Regulators of Epigenetic Control; murine LDR cells, GFP reporter derepression, 30 h; Potency, µM (top dose mostly 53.9 µM), without a hit: top-dose GFP activation, hits mostly activators; 280,000 compounds, 0.2% hits; AID 1865, 2009; note: % of control where 0% means no effect; nearly all actives have a fitted effect of over 60% in size
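Murine LDR cells bearing a silenced CMV-driven GFP reporter were exposed to compound for 30 h at 37 C. After PBS washes, GFP-positive cells (20-120 um objects) counted by laser-scanning microplate cytometry.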
NPSR antag: qHTS Assay for Antagonists of the Neuropeptide S Receptor: cAMP Signal Transduction; Q6W5P4; CHO-NPSR cells, cAMP TR-FRET, antagonist mode; Potency, µM (titrated, usually from 38.3 µM), without a hit: top-dose activity change, negative = inhibition, usual class: inhibitors; 220,000 compounds, 1% hits; note: % is set by controls: 0 for no effect and ±100 for the full control effect; nearly all actives have a fitted effect of over 50% in size; many of its hits are not listed in these tables
GAA inhib: qHTS Assay for Inhibitors of Human alpha-Glucosidase as a Potential Chaperone Treatment of Pompe Disease | Lysosomal alpha-glucosidase (Homo sapiens), P10253 | purified human GAA, 4-MU-alpha-glucoside fluorescence | Potency, µM (series often up to 76.9 µM), inactives show top-dose activity change, negative = inhibition, actives largely listed as inhibitors | 200,000 compounds, 0.005% hits;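 note: plate controls were uninhibited enzyme wells for no effect and no-enzyme background for full effect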
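qHTS format, compound range up to 77 uM. Human lysosomal enzyme at 4 nM, 400 uM 4-MU glucoside substrate, pH 5.0, 20 min room temperature; fluorescence after alkaline stop gives activity normalized to controls.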
aGal spleen mod: qHTS Assay for Inhibitors and Activators of Human alpha-Galactosidase From Spleen Homogenate | Alpha-galactosidase A (Homo sapiens), P06280 | human spleen homogenate, 4MU-alpha-Gal fluorescence, 40 min | Potency, µM (top dose mostly 80 µM), for the others: top-dose activity change, negative = inhibition, most hits filed as inhibitors | 240,000 compounds, 0.008% hits;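 note: 0% = enzyme with vehicle and -100% = no enzyme basal signal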
Target sequence (P06280 32-429 limits assumed): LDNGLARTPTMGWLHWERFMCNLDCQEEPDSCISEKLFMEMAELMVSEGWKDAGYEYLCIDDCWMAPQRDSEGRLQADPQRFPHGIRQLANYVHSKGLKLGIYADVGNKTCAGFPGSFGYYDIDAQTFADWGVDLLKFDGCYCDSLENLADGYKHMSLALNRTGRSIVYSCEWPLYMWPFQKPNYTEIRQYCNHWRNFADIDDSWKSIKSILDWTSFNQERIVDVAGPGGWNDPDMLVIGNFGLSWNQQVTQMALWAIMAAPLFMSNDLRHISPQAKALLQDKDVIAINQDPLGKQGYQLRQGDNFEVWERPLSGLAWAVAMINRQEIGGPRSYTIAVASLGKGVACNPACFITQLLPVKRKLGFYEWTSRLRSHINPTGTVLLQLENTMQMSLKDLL
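Human spleen homogenate (1 ug) was the enzyme source, with 4-methylumbelliferyl-alpha-D-galactopyranoside (1 mM final) in pH 5.0 citrate buffer with 0.01% Tween-20. Compounds were titrated; after 40 min at 37C, NaOH/glycine stop, 4-MU fluorescence read; AC50 from Hill fits.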
GAA glycogen: qHTS Assay for Inhibitors and Activators of Human alpha-Glucosidase Cleavage of Glycogen; Lysosomal alpha-glucosidase (Homo sapiens), P10253; recombinant GAA, glycogen substrate, Amplex Red glucose oxidase fluorescence; Potency, µM (series often up to 76.4 µM), for the others: top-dose activity change, negative = inhibition, most hits filed as inhibitors; 300,000 compounds, 0.38% hits; AID 2100, 2009;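 note: 0% = full enzyme reaction and -100% = no-enzyme basal signal; the screen sought inhibitors and activators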
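Recombinant human alpha-glucosidase (4 nM final) hydrolysed bovine liver glycogen (30 ug) for 40 min at 37 C in pH 5.0 citrate/phosphate with 0.01% Tween-20. Released glucose detected by glucose oxidase/Amplex Red, Ex 573/Em 610 nm. Compounds up to 77 uM; AC50 from Hill fits.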
Numbers without * were called inactive; u = inconclusive; x = not tested or not shown; & = joins results of further samples; [ ] = another dose, or the depositor's remark. Unless noted, calls come from the whole dose curve; as a rule, active = well fitted curve in the direction sought with a large enough effect; inconclusive = small, poorly fitted or top-dose-only effect, or another doubt; inactive = no such curve, though single readings can be large; an effect the other way counts as inactive or inconclusive. Potency is the fitted concentration of half-maximal effect. Some of the compounds tested; rates above refer to the full screens.

SMILES	ALDH1A1 inh	Tau fluor cs	aGlu spleen mod	Epigenetic derep	NPSR antag	GAA inhib	aGal spleen mod	GAA glycogen
Cc1ccc(N(CC2=NCCN2)c2cccc(O)c2)cc1	-14%	-16%&-24%&-7%&-19%&-4%&-5%&-4%&-9%	3%	-2.2%	-1%[46.1 µM]	-1%&3%&3%[15.4 µM]	-18%	-70%&-3%&5%
Oc1ccc(/C=C\c2cc(O)cc(O)c2)cc1	u	14µM*[quencher]	-11%	0.5%	x	x	7%	x
CC=CC1=C(C(=O)O)N2C(=O)[C@H](NC(=O)[C@H](N)c3ccc(O)cc3)[C@@H]2SC1	u	-23%	-5%	4.3%	x	x	5%	x
COc1cc2ncnc(Nc3cccc(Cl)c3)c2cc1OC	2%	u	1%&6%&-12%&2%&-7%	-0.2%&2.1%&0.0%&-1.1%&0.3%	-26%[46.1 µM]	-4%[15.4 µM]	u	-6%
O=C(O)CCC(=O)c1ccc(-c2ccccc2)cc1	3%	-3%&-3%	-6%	-1.3%	-23%	3%[15.4 µM]	4%	5%
COc1nccc(-c2c(-c3ccc(F)cc3)ncn2C2CCC(O)CC2)n1 (configuration not stated)	-2%	-12%	-1%	1.0%	x	x	-1%	x
C/C=C(/C)C(=O)OC(C)(C)[C@@H]1Cc2c(ccc3ccc(=O)oc23)O1	u	-16%	-10%	-1.6%	-6%	8%	-17%	0%
CC1=C(C(=O)O)N2C(=O)C(NC(=O)C(N)c3ccc(O)cc3)C2SC1 (configuration not stated)	-7%	u	2%	0.0%	x	x	-4%	x
C[N+]1(C)CCC(=C(c2ccccc2)c2ccccc2)CC1	12%[20.9 µM]	x	-5%[29.1 µM]	-0.3%[16.9 µM]	x	x	6%[29.1 µM]	x
CCC(NC(C)C)C(O)c1ccc(O)c2[nH]c(=O)ccc12 (configuration not stated)	-12%	-4%	-5%	0.0%	-5%	2%[15.4 µM]	-9%	u
CN=C(NC#N)Nc1ccc(C2=NNC(=O)C[C@@H]2C)cc1	u	-7%	1%	-2.5%	x	x	-4%	x
OC[C@@H](O)CN1CCN(c2ccccc2)CC1	5%[20.9 µM]	x	-8%[29.1 µM]	1.0%[16.9 µM]	x	x	-8%[29.1 µM]	x
COc1c(O)cc2c(c1O)C1OC(CO)C(O)[C@H](O)[C@H]1OC2=O (some centres not stated)	4%	-2%	-1%	4.9%	x	x	7%	x

Ordered by value in Epigenetic derep (high to low): 5 from the list above
Structure	Epigenetic derep
COc1c(O)cc2c(c1O)C1OC(CO)C(O)[C@H](O)[C@H]1OC2=O (some centres not stated)	4.9%
CC=CC1=C(C(=O)O)N2C(=O)[C@H](NC(=O)[C@H](N)c3ccc(O)cc3)[C@@H]2SC1	4.3%
COc1nccc(-c2c(-c3ccc(F)cc3)ncn2C2CCC(O)CC2)n1 (configuration not stated)	1.0%
C/C=C(/C)C(=O)OC(C)(C)[C@@H]1Cc2c(ccc3ccc(=O)oc23)O1	-1.6%
CN=C(NC#N)Nc1ccc(C2=NNC(=O)C[C@@H]2C)cc1	-2.5%

Four compounds drawn at random from those above:
SMILES	ALDH1A1 inh	Tau fluor cs	aGlu spleen mod	Epigenetic derep	NPSR antag	GAA inhib	aGal spleen mod	GAA glycogen
CN=C(NC#N)Nc1ccc(C2=NNC(=O)C[C@@H]2C)cc1	u	-7%	1%	-2.5%	x	x	-4%	x
OC[C@@H](O)CN1CCN(c2ccccc2)CC1	5%[20.9 µM]	x	-8%[29.1 µM]	1.0%[16.9 µM]	x	x	-8%[29.1 µM]	x
COc1nccc(-c2c(-c3ccc(F)cc3)ncn2C2CCC(O)CC2)n1 (configuration not stated)	-2%	-12%	-1%	1.0%	x	x	-1%	x
CCC(NC(C)C)C(O)c1ccc(O)c2[nH]c(=O)ccc12 (configuration not stated)	-12%	-4%	-5%	0.0%	-5%	2%[15.4 µM]	-9%	u
